P. falciparum M1AAP = malaria alanyl aminopeptidase activity blockers – biochemical, fluorogenic H-Leu-NHMec substrate, 1536-well (AID 1445); hit rate 0.42% among 220,000; inhibition, % at 30 µM, or IC50 in µM where a hit was titrated; recombinant M1AAP, H-Leu-NHMec fluorogenic kinetic assay; higher % means a stronger effect;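 active means primary inhibition above the hit cutoff, then over 50% inhibition at one or more dose response concentrations, cut at about 23% in these data, passing the limit was not always enough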;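 further: plate controls were DMSO full reaction for no effect and no enzyme background for full effect; strong numbers were not always called active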
TNAP activation fold = human TNAP enzyme activators, primary screen, biochemical, luminescent, no phosphate acceptor, uHTS (AID 1001); purified TNAP, luminescent activation assay, no phosphate acceptor; higher activation fold means a stronger effect; activation fold at 20 µM; hits with a dose series show EC50 in µM; hit rate 0.03% among 200,000; in the data active means activation fold from about 3, or a potency from the dose series; inactive means the rest, 99 in 100 with activation fold below about 1.6; further: many of its hits are not listed in these tables
Siah-1 displacement = blockers of Siah-1 interaction with plectin peptide – biochemical, fluorescence polarization, rhodamine-plectin, uHTS, primary screen (AID 1817); Siah-1 / rhodamine-plectin peptide fluorescence polarization; higher % means a stronger effect; hit rate 0.02% among 290,000; displacement, % at 20 µM, or IC50 in µM where a hit was titrated;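 active means displacement of at least 50% at 20 µM, with a fluorescence ratio check between 0.3 and a set limit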;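 further: plate controls were Siah plus tracer with DMSO for no effect and tracer alone without Siah for full effect; strong numbers were not always called active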
XIAP displacement = XIAP antagonists, biochemical, IAP family, fluorescence polarization (AID 1018); one-dose displacement, % at 20 µM; IC50 in µM for titrated hits; hit rate 0.007% among 200,000; XIAP BIR domain, fluorescence polarization peptide displacement; higher % means a stronger effect; in the data active means displacement above about 50%; further: a part of the inactive calls stands beside numbers as strong as those of hits
M17LAP inhibition = P. falciparum M17LAP inhibitors, primary screen, biochemical, fluorogenic H-Leu-NHMec substrate, 1536-well (AID 1619); recombinant M17LAP, H-Leu-NHMec fluorogenic kinetic assay; higher % means a stronger effect; inhibition, % at 30 µM, or IC50 in µM where a hit was titrated; hit rate 0.38% among 220,000;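 active means compound inhibiting the enzyme by more than half at any dose during confirmatory dose-response retesting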;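 further: plate controls were full reaction with DMSO carrier for no effect and no enzyme background for full effect; strong numbers were not always called active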
PMI inhibitors = inhibitors of human PMI, primary screen, biochemical, fluorescence intensity, coupled assay (AID 1209); purified PMI enzyme, coupled fluorescence intensity; higher % means a stronger effect; inhibition, % at 20 µM, or IC50 in µM where a hit was titrated; hit rate 0.42% among 190,000;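 further: plate controls were DMSO vehicle for no effect and wells lacking substrate for full effect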
UTI89 phage lysis = inhibition of K1F phage lysis, E. coli UTI89, bacterial capsule biogenesis inhibitors, alamar blue (AID 488966); hit rate 0.02% among 340,000; one-dose inhibition, % at 100 µM; IC50 in µM for titrated hits; E. coli UTI89 K1F phage lysis, alamar blue, 2 h; higher % means a stronger effect;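 active means phage lysis inhibition, versus mean bacterial control, above a set limit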;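 further: capsule biogenesis inhibitors block K1F phage lysis so surviving cells raise fluorescence; higher fluorescence means more inhibition of phage lysis; actives were called in the ten point dose series up to 300 µM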
Hep lipid drop = hepatic lipid droplet formation modulation; AML12 mouse hepatocytes, oleate lipid droplets, BODIPY imaging; inhibition, % at 6.5 µM; hit rate 0.4% among 240,000; AID 1656;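 active means lipid droplet intensity inhibited by at least 50%, with more than 500 cells counted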
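System: AML12 hepatocytes (mouse). Probe or stimulus: oleic acid at 100 µM to induce lipid droplet formation. Times: overnight treatment with compound plus oleate. Detection: Image-based BODIPY and DAPI two-channel analysis. Evaluation: percent inhibition of filter-corrected integrated lipid droplet intensity per well.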
PMI inhibition = MPI inhibition at elevated mannose 6-phosphate – biochemical, fluorescence intensity, high mannose 6-phosphate, primary screen (AID 1220); recombinant PMI enzyme, coupled fluorescence intensity; higher % means a stronger effect; inhibition, % at 20 µM, or IC50 in µM where a hit was titrated; hit rate 0.66% among 190,000
Hep lipid drop cells 6.5 µM = also measured in Hep lipid drop; calls as there; cell count; measured here: cell count, cytotoxicity flag;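 cells counted across two imaged fields per well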
Starred values were filed as active, the others as inactive; i = inactive; . = not tested or not shown; [ ] = another dose, or the depositor's remark. Unless noted, no stated cut-off is given here; in the data, active means inhibition above about 50%; inactive means the rest. Not a hit list; about 1.9% have a hit in one of these screens.

SMILES	P. falciparum M1AAP	TNAP activation fold	Siah-1 displacement	XIAP displacement	M17LAP inhibition	PMI inhibitors	UTI89 phage lysis	Hep lipid drop	Hep lipid drop cells 6.5 µM	PMI inhibition
CCc1ccc(S(=O)(=O)NCc2cn3ccccc3n2)s1	-3.8%	1.1	0.3%	-5.5%	5.1%	-3.4%	0.1%	.	.	-9.9%
Cc1ccc(NC(=O)Cn2cnc3c(nnn3Cc3ccc(F)cc3)c2=O)cc1	6.6%	1.1	5.8%	-2.6%	0.1%	-8.5%	i	-7.3	680	-4.9%
CCN1C(=O)/C(=C/c2cc(C)n(C)c2C)SC1=Nc1ccc(OC)cc1	-0.7%	1.1	-0.3%	-4.2%	2.4%	7.1%	1.1%	-3.1	668	8.7%
O=S(=O)(NCCN1CCCC1)c1cccc2cccnc12	4.4%	1.1	-0.5%	2.0%	10.3%	9.3%	10.5%	.	.	12.9%
Cc1ccc2[nH]c(=O)c(CN(C(=O)c3cccc([N+](=O)[O-])c3)C(C)(C)C)cc2c1	1.6%	.	8.1%	.	-4.3%	.	0.4%	10.8	721	.
Cc1cc(N)ccc1NC(=O)c1ccccc1	-2.8%	1.1	-1.5%	-8.2%	-12.2%	8.7%	0.2%	.	.	12.9%
COc1ccc(C(=O)OC(C(=O)c2ccc(C)cc2)c2ccccc2)cc1 (stereo not given)	2.1%	1	-4.0%	-3.2%	6.8%	13.1%	0.1%	.	.	8.8%
CCCNS(=O)(=O)c1ccc(CCC(=O)NCc2ccc3c(c2)OCO3)cc1	18.9%	1.1	-1.1%	-4.2%	5.5%	-5.4%	0.4%	.	.	-6.4%
Cc1cc(Oc2ccc(=O)n(C)n2)nc(SCCOc2ccccc2)n1	0.4%	.	1.7%	.	13.7%	.	0.6%	22.7	725	.
O=C(Nc1ccccc1)Nc1nccs1	-2.7%	1.1	-0.2%	-0.2%	4.0%	-4.5%	-0.9%	.	.	-5.8%
CC(C)OC(=O)CSc1nc2ncc(Cl)cc2[nH]1	6.8%	0.9	5.3%	-0.8%	6.6%	-4.9%	0.7%	.	.	3.1%
CC(C)CN(CC(C)C)C(=O)c1cccc(S(=O)(=O)N2CCc3ccccc32)c1	6.0%	1.1	-1.0%	-3.7%	0.5%	-14.2%	1.4%	-18.4	656	3.3%
CC(=O)Nc1ccccc1OCC(=O)NCC(F)(F)F	-6.7%	1.1	-8.9%	-4.1%	-4.9%	4.7%	1.3%	3.0	710	10.5%
Cc1ccc(S(=O)(=O)N(c2ccccc2)C2CCS(=O)(=O)C2)cc1 (stereo not given)	3.9%	1.1	0.0%	-0.7%	-9.6%	-7.8%	0.4%	.	.	-9.6%
CCOc1cc(/C=N/O)ccc1OCc1ccc(C)cc1	0.4%	1.1	6.7%	-0.7%	11.7%	8.2%	1.1%	-28.6	645	14.1%
CCOC(=O)CCCNS(=O)(=O)c1c(C)ccc2nsnc12	7.9%	1.1	4.3%	-2.1%	-5.0%	-0.8%	-0.6%	-8.7	763	-4.8%
O=S(=O)(NCc1ccco1)c1cccc(S(=O)(=O)N2CCOCC2)c1	1.4%	1	-3.8%	-6.2%	0.3%	-10.5%	-0.5%	.	.	-8.7%
COc1ccc(S(=O)(=O)N(CC(=O)N2CCCC2)Cc2ccccc2)cc1	-2.0%	1.1	-1.8%	-5.9%	-3.7%	5.3%	0.8%	.	.	4.0%
O=C(N/N=C/c1ccccn1)c1cc(-c2ccc(Cl)cc2)nc2ccccc12	8.5%	1	0.3%	-2.7%	12.0%	-2.1%	0.0%	9.4	747	-8.0%
CCC(Sc1nc2c(c(=O)n1CC)SC(C)C2)C(=O)OC (stereo not given)	-5.2%	1	1.3%	-10.9%	6.7%	15.7%	6.0%	-3.6	699	14.9%
COc1ccc(OC)c(/C=C/c2c([N+](=O)[O-])c(=O)n(C)c(=O)n2C)c1	13.3%	1.1	3.6%	-3.0%	-3.0%	-5.2%	-0.2%	-1.5	716	-3.1%
CCOC(=O)C1=C(c2ccccc2)NC(N)=NC1c1ccc(OCc2ccc(Cl)cc2)c(OC)c1 (stereo not given)	11.4%	.	10.2%	.	2.7%	.	0.3%[50 µM]	-15.0	695	.
Nc1ccc(C(=O)OCc2ccncc2)cc1[N+](=O)[O-]	6.1%	1	-8.4%	-2.0%	13.0%	-9.3%	0.3%	12.3	676	-0.1%
COC(=O)N/N=C/c1cc(C)n(-c2ccc(Br)cc2)c1C	3.6%	.	-4.9%	.	10.2%	.	0.5%	3.0	728	.
Cc1ccc(NC(=S)N2CCC(c3nc4ccccc4s3)CC2)cc1C	2.8%	1	2.0%	-3.1%	-2.9%	11.5%	5.8%	.	.	10.6%
SMILES	P. falciparum M1AAP	TNAP activation fold	Siah-1 displacement	XIAP displacement	M17LAP inhibition	PMI inhibitors	UTI89 phage lysis	Hep lipid drop	Hep lipid drop cells 6.5 µM	PMI inhibition
O=C(CSc1ccc2nnc(-c3ccncc3)n2n1)Nc1ccc2c(c1)OCO2	5.1%	1.2	1.7%	0.9%	3.5%	-2.4%	-2.0%	.	.	-6.3%
CC(C)=CCN1CCN(Cc2cccnc2)CC1CCO (stereo not given)	2.5%	1.1	3.0%	-8.7%	8.9%	.	0.1%	5.9	613	.
Cc1cc(C)c2c(c1)-c1cc(C)nn1C(c1ccc3c(c1)OCO3)N2 (stereo not given)	6.1%	1	-4.9%	-2.1%	8.8%	1.2%	0.1%	.	.	2.8%
COC(=O)c1cccc(C23CC4(C2)[C@H](CN(Cc2ccc(-c5ccccc5)cc2)[C@@H]4c2ccccc2)C3c2ccc(Cl)nc2)c1 (stereo not given in full)	4.6%	.	-2.8%	.	-1.9%	.	0.6%	7.4	718	.
CC(C)c1ccc(C(=O)NC(=S)NCc2cccnc2)cc1	-0.5%	1.1	3.9%	-3.8%	1.6%	0.9%	0.4%	2.2	666	3.7%
O=C(O)CC1=C(Nc2ccccc2)C(=O)N(c2ccccc2)C1c1ccc(Br)cc1 (stereo not given)	3.1%	1.1	4.2%	-3.9%	32.7%	2.6%	-0.5%	-4.8	685	9.6%
CC1CC(=S)Nc2ccccc2S1 (stereo not given)	-0.1%	1	-0.2%	-5.4%	6.8%	-8.7%	0.8%	-4.0	733	-6.0%
O=C(Cc1ncc(C(F)(F)F)cc1Cl)NCCc1ccccc1	3.6%	1	-4.2%	-5.3%	-0.7%	-1.5%	0.2%	-4.1	700	0.4%
O=C(COC(=O)C1CC1)NCc1ccccc1Cl	-1.6%	1.1	4.3%	-4.7%	7.0%	-3.2%	3.3%	-1.1	750	-2.6%
CCCC(=O)Nc1ccc(NC(=O)c2ccccn2)cn1	3.4%	1.2	6.6%	-1.0%	6.3%	-0.8%	-1.5%	.	.	2.2%
O=C1C=C(Nc2ccccc2C(=O)O)c2ccccc2C1=O	17.7%	.	24.2%	.	32.4%	.	0.2%	9.0	673	.
Cc1ccc(NC(=O)Nc2ccc3c(c2)OCO3)nc1	5.4%	1.2	0.3%	-3.7%	3.6%	11.7%	0.3%	5.6	713	18.7%
C/C=C(/C)C(=O)Nc1cccc(C2=NOC3(C2)C[C@@H](C(N)=O)N(C(=O)CC(c2ccccc2)c2ccccc2)C3)c1 (stereo not given in full)	3.8%	.	1.4%	.	4.4%	.	2.1%	-12.2	659	.
Cc1nc2cc(-c3ccccc3)sc2c(=O)n1N	8.3%	1.1	-8.7%	-2.9%	-0.7%	-3.3%	-0.5%	24.6	760	-9.9%
O=C1NCCN1Cc1ccc(F)cc1	-1.7%	1.2	2.0%	-14.6%	-2.3%	2.3%	-0.5%	2.8	784	-1.3%
Cc1ccc(S(=O)(=O)NC(CC(=O)N2CCc3ccccc32)c2ccco2)cc1 (stereo not given)	3.6%	1.2	5.2%	-4.2%	-3.9%	11.1%	0.1%	.	.	13.7%
CC1Cc2ccccc2N1S(=O)(=O)c1cnc(Cl)c(Br)c1 (stereo not given)	9.8%	.	-2.3%	.	6.7%	.	0.2%	-12.3	652	.
COc1ccccc1-c1nnc(NC(=O)CSc2nncn2C)s1	2.0%	1.1	16.2%	0.9%	-0.5%	2.9%	0.2%	8.0	644	2.4%
COc1ccccc1N1CC(C(=O)OC(C)C(=O)N2CCCc3ccccc32)CC1=O (stereo not given)	-2.5%	1.2	0.4%	5.0%	0.5%	4.0%	-0.7%	.	.	4.9%
CCS(=O)(=O)NCCc1ccc(OC)c(OC)c1	0.1%	1.1	-3.0%	-4.6%	-14.2%	10.1%	0.2%	0.6	811	5.2%
CCOC(=O)C1CCN(C(=O)CCN2C(=O)C3C4C=CC(C4)C3C2=O)CC1 (stereo not given)	6.3%	1.1	1.6%	1.9%	-0.1%	7.3%	0.4%	0.5	821	4.0%
COc1ccc(Nc2nc(-c3ccccc3)nc3ccccc23)c(OC)c1	2.8%	1	-4.4%	-3.9%	4.0%	5.3%	-2.5%	1.6	675	2.4%
C/C=C/C(=O)OCC(=O)Nc1ccc(F)cc1Cl	1.1%	1	-1.6%	-2.2%	5.0%	3.4%	3.5%	.	.	8.3%
CSc1nc(=S)n(Cc2ccccc2)c(C)c1C(C)=O	4.0%	1	5.8%	-9.9%	7.8%	5.7%	0.8%[50 µM]	5.1	727	16.6%
CCS(=O)(=O)N1CCC(C(=O)NCc2ccccn2)CC1	-3.0%	1.1	1.0%	-0.6%	5.9%	-1.1%	11.5%	1.2	734	3.2%
CC(C)(C)C1CCC(=NNC(=O)C(=O)NCc2cccnc2)CC1 (stereo not given)	9.6%	1.1	-1.5%	-3.0%	3.9%	2.4%	0.3%	2.3	682	7.2%
Cc1oc(-c2ccccc2)[n+]([O-])c1C	-4.7%	1.1	5.0%	1.0%	12.3%	2.2%	-0.6%	.	.	1.8%
O=C(CCNS(=O)(=O)c1c(Cl)cccc1Cl)OCC(=O)c1ccccc1F	3.0%	0.9	24.9%	-8.1%	-17.3%	-7.0%	5.8%	0.4	668	-25.4%
NS(=O)(=O)c1ccc(NC(=O)COC(=O)c2ccc(Cl)cc2[N+](=O)[O-])cc1	-2.6%	.	4.7%	.	-0.7%	.	0.6%	-2.8	721	.
CN1CCN(C(=O)c2ccc(N(C)S(=O)(=O)c3cccs3)cc2)CC1	-2.4%	1.1	12.1%	-7.2%	-10.9%	2.4%	-0.5%	15.4	693	1.2%

3 compounds picked at random from those above:
SMILES	P. falciparum M1AAP	TNAP activation fold	Siah-1 displacement	XIAP displacement	M17LAP inhibition	PMI inhibitors	UTI89 phage lysis	Hep lipid drop	Hep lipid drop cells 6.5 µM	PMI inhibition
Cc1nc2cc(-c3ccccc3)sc2c(=O)n1N	8.3%	1.1	-8.7%	-2.9%	-0.7%	-3.3%	-0.5%	24.6	760	-9.9%
CC1CC(=S)Nc2ccccc2S1 (stereo not given)	-0.1%	1	-0.2%	-5.4%	6.8%	-8.7%	0.8%	-4.0	733	-6.0%
Cc1cc(Oc2ccc(=O)n(C)n2)nc(SCCOc2ccccc2)n1	0.4%	.	1.7%	.	13.7%	.	0.6%	22.7	725	.

Bioassay records from PubChem.
